Compound activity deposited in PubChem BioAssay by several laboratories.
HSF1 inhib – HSF1 inhibition; NIH3T3-HGL HSE-luciferase, MG132-induced, luminescence 8 h; stronger effect = lower value; activity change, negative = inhibition, % at 7.5 µM (by protocol); 0.77% of 300,000 active; AID 2098;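 active means more than half of replicate wells show activity change below -50%, luminescence cut by over half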;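 further: luciferase reports HSF-1 transcriptional activity via heat shock element; 0% = median of DMSO wells and -100% = zero luminescence signal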
PolyA inh – yeast polyadenylation inhibition; 0.02% of 300,000 active; S. cerevisiae SKY197-pL101 polyadenylation reporter, beta-gal luminescence; efflux-impaired pdr1/pdr3 knockout yeast; score 100 = 6 SD above DMSO; calls only at 12 µM;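 active means lowest replicate activity score at least 50, where 100 means six control SD above control mean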;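 further: yeast exposed to compound for 9 h at 30 °C; higher score means more reporter readthrough which indicates perturbed polyadenylation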
AI-2 QS modul – modulators of Vibrio harveyi AI-2 quorum sensing system. Vibrio harveyi JMH597 AI-2 luminescence/OD600 ratio, 9 h; stronger effect = lower value; strain lacks LuxN and CqsS sensors; 0 = neutral-control median. activity change, % at 7.5 µM. 0.4% of 300,000 active. AID 2094; in the data active means activity change below about -75%, passing the limit was not always enough;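 further: luminescence divided by OD600 gain over 9 h not by final OD600 alone; inactives centre near 13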
aSyn UTR inh – MLPCN primary screen, SNCA 5' untranslated region; inhibition, % (tested at 7.5 µM); AID 1813; 0.82% of 300,000 active; alpha-synuclein 5'UTR reporter, inhibitor activity; in the data active means inhibition above about 60%;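 further: H4 neuroglioblastoma cells stably carrying SNCA 5'UTR luciferase fusion; 0% = DMSO wells and 100% = positive control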
KLF5 inhibitor – inhibitors of KLF5 expression; DLD-1 KLF5 promoter-luciferase reporter, luminescence; inhibition, % at 5 µM; 0.23% of 290,000 active; AID 1700;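 active means inhibition above a per-plate limit of that plate's mean compound inhibition plus 3 SD, cut at about 60% in these data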;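 further: 0% = DMSO wells and 100% = LY294002 at 200 µM; higher means less KLF5 promoter-driven luciferase light; inactives centre near -14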
IEC-6 tox – IEC-6 cytotoxicity, counter-screen for KLF5 inhibitors | luminescence viability | inhibition, % at 5 µM | 0.78% of 290,000 active | AID 1825; in the data active means inhibition above about 22%;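 further: 0% = plate median of test compound wells and 100% = cytotoxic reference compound wells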
GSK3 alpha inh – inhibitors of human GSK-3 alpha kinase. ADP-Glo luminescence, 60 min. inhibition, % at 10 µM. 0.1% of 320,000 active. AID 2650;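 in the data active means inhibition above about 50%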;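 further: GST-tagged GSK-3 alpha with peptide substrate and 25 µM ATP; 0% = DMSO neutral wells and 100% = GW8510 positive control wells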
Target sequence (P49840 whole entry, looked up): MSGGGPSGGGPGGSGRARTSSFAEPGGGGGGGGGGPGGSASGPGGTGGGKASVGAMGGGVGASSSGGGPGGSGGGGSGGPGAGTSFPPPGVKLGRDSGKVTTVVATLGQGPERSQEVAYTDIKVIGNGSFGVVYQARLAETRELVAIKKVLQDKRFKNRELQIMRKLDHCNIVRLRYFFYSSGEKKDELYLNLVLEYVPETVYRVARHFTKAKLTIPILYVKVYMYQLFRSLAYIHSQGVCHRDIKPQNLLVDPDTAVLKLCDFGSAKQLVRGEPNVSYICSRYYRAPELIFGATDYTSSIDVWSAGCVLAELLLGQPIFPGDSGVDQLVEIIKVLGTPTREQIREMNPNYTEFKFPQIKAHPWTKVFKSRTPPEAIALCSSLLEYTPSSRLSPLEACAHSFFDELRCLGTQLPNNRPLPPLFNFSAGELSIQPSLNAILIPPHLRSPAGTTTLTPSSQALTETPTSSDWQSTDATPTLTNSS
GSK3beta inhib – blocks human GSK3beta kinase activity. AID 2097. 0.038% of 300,000 active. GST-GSK3beta kinase, ADP-Glo luminescence, 60 min; stronger effect = lower value. activity score (negative = inhibition), % at 10 µM;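 active means more than half of replicate wells score below -50%, meaning over 50% inhibition versus plate controls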;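 further: 0% = median DMSO wells and -100% = median GW8510 positive control wells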
Target sequence (P49841 whole entry, looked up): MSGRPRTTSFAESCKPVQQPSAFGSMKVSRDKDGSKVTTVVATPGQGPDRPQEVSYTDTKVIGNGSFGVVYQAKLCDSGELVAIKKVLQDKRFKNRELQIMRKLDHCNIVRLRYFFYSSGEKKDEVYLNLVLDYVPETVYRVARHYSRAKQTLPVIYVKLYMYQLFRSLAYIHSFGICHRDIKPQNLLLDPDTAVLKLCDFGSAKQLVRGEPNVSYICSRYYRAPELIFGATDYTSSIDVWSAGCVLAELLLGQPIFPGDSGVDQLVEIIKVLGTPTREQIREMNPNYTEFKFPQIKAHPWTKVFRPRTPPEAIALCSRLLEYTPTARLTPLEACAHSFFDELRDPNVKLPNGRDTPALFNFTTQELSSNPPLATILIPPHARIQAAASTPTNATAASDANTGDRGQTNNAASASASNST
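Assay system: GST-tagged human GSK3beta kinase, cell-free; Input: 1.6 ng GSK3beta; Medium: Tris/MgCl2 kinase buffer; Timing: 60 min enzyme reaction, room temperature; Signal: ADP-Glo luminescence quantifying ADP generated by kinase; Evaluation: score relative to plate controls; Benchmarks: DMSO neutral wells and GW8510 at 20 µM as positive.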
HSF-1 act – increases HSF-1 driven luciferase reporter signal; NIH3T3-HGL HSF-1 luciferase reporter, MG132, 8 h; 100% = twice DMSO control signal; activation, % at 9 µM; AID 504408; 1.7% of 300,000 active;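 active means mean replicate activation of at least 50% with a set share of replicates each reaching 50%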;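 further: 0% = median of the neutral control wells and 100% = twice that signal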
HSP90 inh – inhibitors of HSP90 luciferase refolding in rabbit reticulocyte lysate; luciferase refolding luminescence, 3 h; inhibition, % at 5.6 µM; 0.91% of 290,000 active; AID 1789;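 active means inhibition above the screen-wide mean plus 3 SD, computed separately per campaign, cut at about 16% in these data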;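 further: 0% = DMSO wells and 100% = 60 µM geldanamycin wells; inhibitors lower the luminescence because luciferase stays unfolded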
Numbers without * were called inactive; i = inactive; . = not tested or not shown.

SMILES	HSF1 inhib	PolyA inh	AI-2 QS modul	aSyn UTR inh	KLF5 inhibitor	IEC-6 tox	GSK3 alpha inh	GSK3beta inhib	HSF-1 act	HSP90 inh
O=C(CCCn1c(=O)[nH]c2ccsc2c1=O)Nc1ccc(F)cc1	-1	i	15	-1	-6	2	1	2	-3	2
CC(=O)Nc1ccc(NC(=S)Nc2ccc(F)cc2)cc1	-10	i	3	-18	-24	2	-8	-1	1	1
Cc1ccc(OCC(=O)NNC(=O)C(C)Sc2ncnc3sc(C)c(C)c23)cc1 (stereo unspecified)	1	i	8	-13	14	-3	.	2	13	3
CC(C)c1ccc(NC(=O)CNS(=O)(=O)c2ccc(F)cc2)cc1	-8	i	-77*	-17	-27	-2	0	0	-6	3
COc1ccc(/C=C2\N=C3CCCCCN3C2=O)cc1OC	9	i	4	-27	-9	-8	-1	4	7	-3
Cc1ccc(-c2nc(NC(=O)CSc3cc(C)c4ccccc4n3)ns2)cc1	-1	i	24	-20	4	-2	.	-5	4	4
COc1ccc(OC)c(-n2c(-c3cc(-c4ccc(F)cc4)n[nH]3)n[nH]c2=S)c1	-12	i	41	17	13	-6	4	2	-3	-6
Cc1cccc(-c2nc(CSc3nc4c(c(=O)[nH]3)CCC4)c(C)o2)c1	9	i	3	8	14	0	-2	2	29	3
CCCCSc1cc(C)nc2ncnn12	-7	i	16	15	-19	6	-1	-1	6	2
Cn1cccc1CNC(=O)Nc1ccccc1	6	i	-19	-47	-53	-6	1	0	27	-2
Cc1ccc(CCNC(=O)CC(C)CC2=NS(=O)(=O)c3ccccc3N2)cc1 (stereo unspecified)	3	i	15	33	-8	1	-1	2	-1	4
COc1ccc(NC(=O)CCC2CCCC2)cc1OC	-8	i	7	-20	-15	4	2	2	-19	3
O=C(Nc1ccc(S(=O)(=O)NCc2ccco2)cc1)c1ccc2ccccc2n1	14	i	5	-66	-57	-1	-3	3	1	-3
O=C(O)CCCCCNC(=O)Nc1ccc2c(c1)OCCO2	-5	i	17	-10	-40	-2	-3	0	1	-1
CCN(CC(=O)N1CCOCC1)S(=O)(=O)c1ccc(Cl)cc1	-8	i	19	11	-30	-4	-1	1	-6	0
O=C(/C=C/c1ccc(Br)cc1)c1ccco1	3	i	23	-51	-33	0	-3	-1	31	3
O=C(N/N=C/c1ccc([N+](=O)[O-])o1)c1ccccc1-n1cccc1	15	i	-20	-26	5	-3	-1	1	36	-1
CCCCOc1ccc(C2NC(=O)NC(C)=C2C(C)=O)cc1OCC (stereo unspecified)	-3	i	23	2	-36	1	11	2	11	1
O=C1CCCCC1Sc1ccc(Cl)cc1[N+](=O)[O-] (stereo unspecified)	4	i	35	-33	.	.	0	3	8	.
O=C(NC(=S)Nc1ccc([N+](=O)[O-])cc1O)C1CCCCC1	6	i	-6	-37	-60	-4	11	-5	0	0
O=C(Nc1nonc1-c1ccc(Cl)cc1)c1ccco1	4	i	16	18	-1	7	-3	0	-13	2
CCOc1ccccc1NC(=S)N1CCN(c2nc(-c3ccc(F)cc3)cs2)CC1	4	i	6	-8	-2	1	-2	2	7	5
COc1ccc2cc(C(=O)C3CCCN(C(=O)c4cc5nc(C)cc(C)n5n4)C3)ccc2c1 (stereo unspecified)	1	i	20	-5	-24	-2	-5	3	-4	-3
CCc1ccc(C(C)NC(=O)c2ccc(F)cc2)cc1 (stereo unspecified)	5	i	5	17	-9	2	-2	-23	1	4
O=c1nc2sc3ccccc3n2c(=O)n1-c1ccc(Cl)cc1	9	i	10	-189	-29	3	1	0	5	0
CCOC(=O)C1(Cc2cccc(OC)c2)CCN(C(C)COC)CC1 (stereo unspecified)	0	i	8	-19	-7	5	-1	5	-12	2
COc1ccc(CNC(=O)CSc2nc3ccc(C)cc3[nH]2)cc1OC	0	i	13	15	19	-1	-2	0	-6	2
Cc1ccc2c(c1)c(C)c(C)n2CC(O)Cn1nc(C)cc1C (stereo unspecified)	-2	i	25	-13	-20	-6	0	5	12	-4
CCOC(=O)CCSc1nnc(-c2cccnc2)n1-c1ccccc1OC	-1	i	11	18	3	-3	-2	5	-18	0
Cc1ccc(-c2ccc(=O)n(CC(=O)NCCN(CC(C)C)CC(C)C)n2)cc1	-2	i	24	12	-13	-7	-2	1	2	-1
CCCCc1cc(=O)oc2c(C)c(OCC(=O)N3CCCC3)ccc12	-2	i	22	-11	-52	-5	5	-2	-5	6
CC1CCC2(CC1)NC(=O)N(Cc1nc(-c3ccccc3)no1)C2=O (stereo unspecified)	-4	i	5	-15	3	3	-1	1	11	-2
CSc1nncc(-c2ccccc2)n1	-4	i	35	-14	-28	-4	-3	-2	0	-3
CC(C)CC(=O)Nc1ccc2c3c(cccc13)CC2	-10	i	19	21	1	6	-4	2	26	2
CN(C)c1ccc(/C=N/NC(=O)C(=O)N2CCCCCC2)cc1	-11	i	.	-4	-24	-8	-2	.	27	3
CCC(=O)Nc1ccc(-c2ccc(NC(=O)CC)c(OC)c2)cc1OC	4	i	17	9	8	-3	-1	0	3	1

Reformatted: entries from further up
Value order: HSF1 inhib | PolyA inh | AI-2 QS modul | aSyn UTR inh | KLF5 inhibitor | IEC-6 tox | GSK3 alpha inh | GSK3beta inhib | HSF-1 act | HSP90 inh
- COc1ccc(CNC(=O)CSc2nc3ccc(C)cc3[nH]2)cc1OC
 : 0 | i | 13 | 15 | 19 | -1 | -2 | 0 | -6 | 2
- Cc1ccc2c(c1)c(C)c(C)n2CC(O)Cn1nc(C)cc1C (stereo unspecified)
 : -2 | i | 25 | -13 | -20 | -6 | 0 | 5 | 12 | -4
- CCOC(=O)CCSc1nnc(-c2cccnc2)n1-c1ccccc1OC
 : -1 | i | 11 | 18 | 3 | -3 | -2 | 5 | -18 | 0
- Cc1ccc(-c2ccc(=O)n(CC(=O)NCCN(CC(C)C)CC(C)C)n2)cc1
 : -2 | i | 24 | 12 | -13 | -7 | -2 | 1 | 2 | -1
- CCCCc1cc(=O)oc2c(C)c(OCC(=O)N3CCCC3)ccc12
 : -2 | i | 22 | -11 | -52 | -5 | 5 | -2 | -5 | 6
- CC1CCC2(CC1)NC(=O)N(Cc1nc(-c3ccccc3)no1)C2=O (stereo unspecified)
 : -4 | i | 5 | -15 | 3 | 3 | -1 | 1 | 11 | -2
- CSc1nncc(-c2ccccc2)n1
 : -4 | i | 35 | -14 | -28 | -4 | -3 | -2 | 0 | -3
- CC(C)CC(=O)Nc1ccc2c3c(cccc13)CC2
 : -10 | i | 19 | 21 | 1 | 6 | -4 | 2 | 26 | 2
- CN(C)c1ccc(/C=N/NC(=O)C(=O)N2CCCCCC2)cc1
 : -11 | i | . | -4 | -24 | -8 | -2 | . | 27 | 3
- CCC(=O)Nc1ccc(-c2ccc(NC(=O)CC)c(OC)c2)cc1OC
 : 4 | i | 17 | 9 | 8 | -3 | -1 | 0 | 3 | 1

Next section
SMILES	HSF1 inhib	PolyA inh	AI-2 QS modul	aSyn UTR inh	KLF5 inhibitor	IEC-6 tox	GSK3 alpha inh	GSK3beta inhib	HSF-1 act	HSP90 inh
CCCOc1ccc(C(=O)NCCC(=O)NCCCC(=O)O)cc1	10	i	1	3	-28	4	0	-4	-21	4
Cc1ccc(Oc2nc3ccccc3n3c(C)nnc23)cc1	-3	i	11	7	-32	5	-1	2	7	4
Cc1ccc(O)c(C(=O)c2cnn(C(=O)COc3ccc(Cl)cc3)c2)c1	2	i	19	8	-16	-4	0	-19	17	-1
CC1(C)CC(=O)C=C(Nc2ccc(F)cc2)C1	-9	i	30	19	-20	-1	2	0	-3	2
COc1cccc(OC)c1NC(=O)c1nc2c(nnn2Cc2ccccc2Cl)c(=O)[nH]1	6	i	6	1	-19	-1	-8	0	18	-4
O=C(CCNC(=O)c1ccco1)NCCc1ccc(Cl)cc1	0	i	9	8	-20	2	.	1	-13	2
CC1CCN(CCCn2c(=S)[nH]c3c(sc4ccc([N+](=O)[O-])cc43)c2=O)CC1	0	.	1	-4	-12	5	0	0	5	1
CC(=O)/C(=N/Nc1cccc(C)c1)N1CCOCC1	-2	i	25	7	-21	-1	-10	1	-11	-2
CCC(=O)Nc1ccc(Br)c(Cl)c1	2	i	4	6	7	-2	.	8	24	-3
O=C(c1ccc(Cl)cc1)N1CCn2c1nc1ccccc12	-1	i	6	-61	-19	-5	0	-8	35	3
CCCOc1cccc(-c2cc(C(=O)N/N=C/c3cccnc3)c3ccccc3n2)c1	.	.	12	.	-37	0	.	-1	.	-6
O=C(COC(=O)c1ccc(Br)o1)Nc1nc2c(F)c(F)c(F)cc2s1	3	i	12	-2	-14	-3	-5	1	-14	-1
COc1c(Cl)cnn(-c2ccc(Cl)c(Cl)c2)c1=O	-5	i	7	-23	-4	0	-1	-3	-1	-1
Cc1ccc(C(=O)Nc2nc(-c3ccc(F)cc3)cs2)o1	0	i	22	-61	-34	-2	-2	1	5	3
CCOC(=O)CNC(=O)c1ccc2c(c1)OCCO2	9	i	13	-64	-49	3	0	-2	6	3
Cc1cc(=O)[nH]c(SCC(=O)NC2CCCCC2)n1	7	i	5	9	-13	2	0	1	-1	4
O=C(/C=C/Nc1ccc(OC(F)(F)F)cc1)C(F)(F)F	-7	i	14	13	11	-2	-2	3	-8	-2

The list is partial (hit frequency here may not be typical).
